Assay outcomes: PubChem BioAssay, Vanderbilt High Throughput Screening Facility
Cav3 T inh: human Cav3.2 channel inhibition, primary screen. O95180. Cav3.2-expressing cells, Fluo-4 calcium fluorescence FDSS; hits give low values. B-score at 10 µM. 100,000 compounds, 4% hits. AID 449739;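 active = single-dose well whose peak fluorescence ratio is a statistical outlier from its plate by either plate-standardised score or position-corrected B-score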
Target sequence (O95180 whole entry, looked up): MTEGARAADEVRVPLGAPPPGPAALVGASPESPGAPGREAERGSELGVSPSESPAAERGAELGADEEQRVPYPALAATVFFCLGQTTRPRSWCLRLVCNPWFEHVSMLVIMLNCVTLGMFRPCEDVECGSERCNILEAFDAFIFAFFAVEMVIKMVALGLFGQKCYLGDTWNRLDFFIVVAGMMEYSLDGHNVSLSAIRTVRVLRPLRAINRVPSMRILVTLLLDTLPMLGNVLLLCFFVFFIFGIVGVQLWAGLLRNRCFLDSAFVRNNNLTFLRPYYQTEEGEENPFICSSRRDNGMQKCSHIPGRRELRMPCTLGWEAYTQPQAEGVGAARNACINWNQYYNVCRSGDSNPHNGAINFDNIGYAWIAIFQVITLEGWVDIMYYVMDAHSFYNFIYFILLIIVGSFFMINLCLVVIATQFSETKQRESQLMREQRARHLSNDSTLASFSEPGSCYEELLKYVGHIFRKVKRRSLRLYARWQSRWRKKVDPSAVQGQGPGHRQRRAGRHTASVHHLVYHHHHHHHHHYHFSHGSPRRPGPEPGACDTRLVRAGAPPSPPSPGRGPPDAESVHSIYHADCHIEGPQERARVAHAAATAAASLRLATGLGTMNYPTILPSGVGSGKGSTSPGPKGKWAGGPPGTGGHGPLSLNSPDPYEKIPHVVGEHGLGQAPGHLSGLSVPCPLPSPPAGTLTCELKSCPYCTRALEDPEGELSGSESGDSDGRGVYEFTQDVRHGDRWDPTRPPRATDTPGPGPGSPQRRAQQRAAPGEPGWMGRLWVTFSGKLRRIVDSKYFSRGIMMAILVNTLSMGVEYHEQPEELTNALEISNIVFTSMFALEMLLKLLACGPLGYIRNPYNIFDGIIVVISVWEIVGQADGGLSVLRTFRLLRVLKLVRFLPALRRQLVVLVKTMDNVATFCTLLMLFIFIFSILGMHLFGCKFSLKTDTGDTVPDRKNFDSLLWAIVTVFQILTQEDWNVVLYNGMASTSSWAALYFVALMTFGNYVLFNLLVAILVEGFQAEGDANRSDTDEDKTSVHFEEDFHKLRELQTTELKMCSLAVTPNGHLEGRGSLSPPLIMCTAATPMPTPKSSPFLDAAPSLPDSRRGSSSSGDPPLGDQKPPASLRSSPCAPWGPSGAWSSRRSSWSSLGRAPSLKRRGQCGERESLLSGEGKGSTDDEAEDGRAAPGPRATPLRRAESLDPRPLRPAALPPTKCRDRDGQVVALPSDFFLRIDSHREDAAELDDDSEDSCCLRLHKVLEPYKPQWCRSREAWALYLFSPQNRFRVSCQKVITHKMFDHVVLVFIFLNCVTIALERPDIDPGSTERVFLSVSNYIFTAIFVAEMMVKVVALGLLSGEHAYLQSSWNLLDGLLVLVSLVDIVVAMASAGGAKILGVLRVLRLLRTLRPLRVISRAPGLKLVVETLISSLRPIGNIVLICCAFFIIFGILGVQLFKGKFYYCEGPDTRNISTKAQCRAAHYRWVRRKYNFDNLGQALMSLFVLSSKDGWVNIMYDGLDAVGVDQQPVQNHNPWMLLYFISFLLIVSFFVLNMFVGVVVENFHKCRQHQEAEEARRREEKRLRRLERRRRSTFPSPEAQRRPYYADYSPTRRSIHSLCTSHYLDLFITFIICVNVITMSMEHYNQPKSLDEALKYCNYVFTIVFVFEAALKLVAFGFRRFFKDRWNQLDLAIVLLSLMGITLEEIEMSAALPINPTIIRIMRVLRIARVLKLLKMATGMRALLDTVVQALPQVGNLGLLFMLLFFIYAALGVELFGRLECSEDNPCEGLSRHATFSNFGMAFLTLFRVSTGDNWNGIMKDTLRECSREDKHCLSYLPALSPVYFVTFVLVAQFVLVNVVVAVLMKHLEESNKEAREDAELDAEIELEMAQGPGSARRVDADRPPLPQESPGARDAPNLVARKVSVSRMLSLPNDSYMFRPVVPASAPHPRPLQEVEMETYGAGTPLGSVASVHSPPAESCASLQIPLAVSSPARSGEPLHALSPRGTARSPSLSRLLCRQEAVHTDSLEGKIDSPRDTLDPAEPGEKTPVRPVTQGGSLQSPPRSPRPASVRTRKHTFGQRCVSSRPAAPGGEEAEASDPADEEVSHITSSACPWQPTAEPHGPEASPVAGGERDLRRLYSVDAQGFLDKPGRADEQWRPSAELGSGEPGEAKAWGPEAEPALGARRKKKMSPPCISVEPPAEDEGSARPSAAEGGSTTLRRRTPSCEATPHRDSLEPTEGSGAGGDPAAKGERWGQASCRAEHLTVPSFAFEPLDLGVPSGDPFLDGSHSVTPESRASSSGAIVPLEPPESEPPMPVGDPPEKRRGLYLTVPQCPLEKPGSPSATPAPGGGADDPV
Numbers without * were called inactive. A portion of the library; count on the stated rates, not on these rows.

No. | mol | Cav3 T inh
1 | Cc1[nH]c(=O)[nH]c(=O)c1S(=O)(=O)NCC12CC3CC(CC(C3)C1)C2 | -1.6
2 | COc1ccc(N(CC(=O)N2CCc3ccccc32)S(=O)(=O)c2c(C)n[nH]c2C)cc1 | 0.034
3 | CCc1ccc(-c2cc(C(=O)Nn3cnnc3)c3ccccc3n2)cc1 | 0.66
4 | Fc1ccccc1C(c1nnnn1Cc1ccc2c(c1)OCO2)N1CCN(Cc2ccco2)CC1 (stereo not given) | 0.33
5 | COc1cc(C2=NOC(C(=O)NCc3ccccn3)C2)cc(OC)c1OC (stereo not given) | 0.1
6 | COC(=O)c1ccc(C(NC(=O)OCc2ccccc2)/C(C)=C/[C@@H](C)C(=O)NCc2ccc(OC)c(OC)c2)cc1 (stereo not given in full) | -1.7
7 | Cc1cccc(N(C)C(=O)CCS(=O)(=O)c2cccc3nonc23)c1 | 1.6
8 | COc1ccc(NC(=O)CSc2nnc(Cn3cnc4ccccc43)n2C)cc1 | -0.49
9 | CN(Cc1ccccc1)C(=O)c1[nH]cnc1C(=O)N[C@@H](Cc1ccccc1)C(=O)OCc1ccccc1 | -2.1
10 | CC(C)C(=O)NC(NC(=S)Nc1cccc2cccnc12)C(Cl)(Cl)Cl (stereo not given) | 1.2
11 | O=C(NCc1cc(C(F)(F)F)cc(C(F)(F)F)c1)C1CC(c2c(Cl)cccc2Cl)=NO1 (stereo not given) | -0.87
12 | COc1ccc(Cc2nnc(Nc3ccc(C)cc3C)[nH]c2=O)cc1 | -0.76
13 | Cc1nn(-c2ncc(C(F)(F)F)cc2Cl)c(=O)n1-c1ccccc1Cl | 0.6
14 | CCOC(=O)c1c(C)nc2c(c1-c1cc(OC)c(OC)c(OC)c1)C(=O)c1ccccc1-2 | 0.22
15 | N=c1n(-c2ccccc2)c(O)cc(=O)n1-c1ccccc1 | 0.37
16 | CCOc1ccc(-n2c(Cc3cc(=O)[nH]c(=O)[nH]3)nnc2SCC)cc1 | -0.52
17 | O=C1CC(c2ccccc2)n2nc(NC(=O)c3ccccn3)nc2N1 (stereo not given) | 0.36
18 | CCCCN(CCCC)S(=O)(=O)c1ccc(OC)c2ncccc12 | -3.3
19 | O=C(O)CSc1nnc(CNc2cccc(C(F)(F)F)c2)n1Cc1ccco1 | 0.018
20 | CCOc1cc(CNc2ccc(OC)cc2)cc(Br)c1OCC(=O)NC(C)(C)C | -1.8
21 | Cc1ccc2nc(Nc3ccccc3O)nc(-c3ccccc3)c2c1 | -0.77
22 | O=C(CSc1nnc(-c2cccc(S(=O)(=O)N3CCCCC3)c2)o1)c1ccc[nH]1 | -0.5
23 | CCOc1ccccc1Nc1ncccc1C(=O)N1CCCC1 | 1.1
24 | c1ccc(-c2noc(-c3cccc4ccccc34)n2)nc1 | -1.8
25 | CC(C)c1nc2ccc(NC(=O)C3CCCCC3)cc2[nH]1 | -0.25
26 | O=S(=O)(NCCc1ccccn1)c1ccc(F)c(F)c1 | 1.2
27 | CCOC(=O)C1=C(C)N(C)C(C)=C(C(=O)OCC)C1c1ccccc1 | -2.1
28 | CCCCCCCCN1[C@@H](CC(C)=O)c2cc(C(F)(F)F)ccc2S1(=O)=O | -2.5
29 | O=C(CSc1nnc2scc(-c3ccccc3)n12)NCC1CCCO1 (stereo not given) | 0.55
30 | CCOc1cc(/C=C2\C(=O)N(Cc3ccc(C)cc3)C(C)=C2C(=O)OC)ccc1O | 1.1
31 | CCc1ccc(C(=O)COC(=O)C(Cc2ccccc2)NC(=O)c2ccc(Cl)cc2)cc1 (stereo not given) | -4.8*
32 | Cc1cccc(NC(=O)Nc2ccc3c(c2)N(C)C(=O)CS3)n1 | 0.67
33 | CCCCNC(=O)CCC(=O)Nc1ncc(-c2ccc(C)cc2)n1C | -0.29
34 | CC(C)=C1C2C=CC1C1C(=O)N(c3ccc4c(c3)OCO4)C(=O)C21 (stereo not given) | 0.13
35 | CC(C)OC(=O)CSc1nnc(-c2ccc(Cl)cc2Cl)o1 | -0.35
36 | O=[N+]([O-])c1ccc(OCc2cn([C@@H](CO)c3ccccc3)nn2)c(Br)c1 | -1.3
37 | CC(=O)c1sc(Nc2nc3ccc(F)cc3s2)nc1C | -0.0047
38 | COc1cccc(N/C(C)=C/C(=O)c2ccc(Br)cc2)c1 | -0.73
39 | COc1cc(NC(=O)c2csc(N)n2)cc(C(=O)Nc2cccc(C(F)(F)F)c2)c1 | -1.2
40 | CCOC(=O)c1cc2c(=O)n3cccc(C)c3nc2n(CC2CCCO2)c1=NC(C)=O (stereo not given) | 5.1*
41 | Cc1ccc(S(=O)(=O)CC(C)N2CCN(C3CCCCC3)CC2)cc1 (stereo not given) | 1.4
42 | Cn1cnnc1SCC(=O)c1c[nH]c2ccccc12 | 0.093
43 | COc1ccc(CN2CCCCC2C)c(C)c1C (stereo not given) | 0.45
44 | O=C(COC(=O)c1cccc(NC(=O)c2ccco2)c1)c1ccc(Br)cc1 | -1.2
45 | CCOCCCN(C(=O)c1ccco1)C(C(=O)NC1CCCC1)c1cccc(OC)c1OC (stereo not given) | 0.13
46 | O=S(=O)(NCCc1csc(-c2ccc(C(F)(F)F)cc2)n1)c1ccc2c(c1)OCCO2 | -2.8
47 | CC(C)(C)c1cc(CN2CCCCC2)cc(C(C)(C)C)c1O | -0.19
48 | Cc1nn(C(=O)c2cccnc2)c(C)c1Sc1ccc(Br)cc1 | 0.42
49 | N#CCCn1c(SCC(=O)NCc2ccco2)nc2ccccc21 | 0.04
50 | CC(NC(=O)c1ccco1)C(=O)Nc1nc(-c2ccccn2)cs1 (stereo not given) | 0.74

(list continues)
No. | mol | Cav3 T inh
51 | O=C(Nc1cccn2ncnc12)c1ccccc1 | -0.14
52 | Cn1c(=O)c2c(nc(Oc3ccc(-c4ccccc4)cc3)n2C)n(C)c1=O | -2.7
53 | COCCCN1C(=O)C(=O)/C(=C(/O)c2ccccc2)C1c1ccc(N(C)C)cc1 (stereo not given) | 0.65
54 | O=C(CSCc1ccc(Br)cc1)N1CCOCC1 | 0.48
55 | Cc1nnsc1C(=O)NNS(=O)(=O)c1ccccc1 | 0.069
56 | O=C(Cn1c(-c2ccccc2)noc1=O)Nc1ccc(S(=O)(=O)N2CCOCC2)cc1 | -1.1
57 | N#Cc1nc(COc2ccccc2)oc1NCCN1CCOCC1 | 0.042
58 | CCOC(=O)C1CCCN(c2ncnc3c2cnn3-c2ccc(OC)cc2)C1 (stereo not given) | 0.46
59 | Cc1nn2c3ccccc3n(CCN3CCCCC3)c2nc1=O | 0.13
60 | CCc1nc(NCc2ccccn2)c2oc3ccccc3c2n1 | 1.3
61 | O=C(NCc1ccc2c(c1)OCO2)C1CCCN1C(=O)Nc1cccc(Cl)c1 (stereo not given) | -0.054
62 | Cc1ccc(-c2nc3ncccn3c2NC2CCCCC2)o1 | -1.4
63 | COc1ccc(OC)c(NC(=O)CCN2CCCCCC2)c1 | 0.074
64 | COc1ccc2nc(Nc3nc(C)c(CCC(C)C)c(=O)[nH]3)nc(C)c2c1 | -5.4*
65 | CCOC(=O)C1=C(C)NC(=O)C(C(N)=O)C1c1ccccc1 (stereo not given) | -0.0067
66 | S=c1[nH]nc(-c2cc3c(s2)-c2ccccc2CC3)o1 | -1.7
67 | CC1(C)NC(=O)N(CCCOc2ccc3c(c2)CCC3)C1=O | 0.46
68 | COc1ccc(OC)c(NC(=O)CNC(=O)Cn2c(C)cc3ccccc3c2=O)c1 | 0.17
69 | O=C1C=C(N2CCOCC2)CCC1 | -0.98
70 | Cc1cc(N2CCCCC2)nc(NCc2ccccc2)n1 | -2
71 | CCCCc1ccc(-c2ccc(C)cc2O)nc1 | -0.12
72 | CCOCCCNC(=O)CS(=O)(=O)Cc1nc(-c2cccc(OC)c2)oc1C | 0.44
73 | Cc1ccc(S(=O)(=O)NC(=O)Nc2c(C)n(C)n(-c3ccccc3)c2=O)cc1 | 0.94
74 | COc1ccc2c(c1)[nH]c1c(=O)n(CCN3CCCC3)cnc12 | 0.87
75 | CCCc1nnc(NC(=O)CN2CCN(C)CC2)s1 | -0.15

From entry 51 to 56, copied from above:
No. | mol | Cav3 T inh
51 | O=C(Nc1cccn2ncnc12)c1ccccc1 | -0.14
52 | Cn1c(=O)c2c(nc(Oc3ccc(-c4ccccc4)cc3)n2C)n(C)c1=O | -2.7
53 | COCCCN1C(=O)C(=O)/C(=C(/O)c2ccccc2)C1c1ccc(N(C)C)cc1 (stereo not given) | 0.65
54 | O=C(CSCc1ccc(Br)cc1)N1CCOCC1 | 0.48
55 | Cc1nnsc1C(=O)NNS(=O)(=O)c1ccccc1 | 0.069
56 | O=C(Cn1c(-c2ccccc2)noc1=O)Nc1ccc(S(=O)(=O)N2CCOCC2)cc1 | -1.1

The results go on:
No. | mol | Cav3 T inh
76 | Cc1cc(Nc2ccc(C)c(C)c2)n2nc(C)nc2n1 | -0.078
77 | CC(c1ccco1)N(C(=O)Nc1ccc(Cl)cc1)c1ccccn1 (stereo not given) | -1
78 | O=C(Cn1nnc(-c2ccccc2)n1)NCc1cccs1 | 0.29
79 | CCOc1ccc(N2C(=O)CC(N3CCN(C(=O)c4ccco4)CC3)C2=O)cc1 (stereo not given) | 0.36
80 | Oc1ccc(N2CCN(C(c3cccnc3)c3nnnn3Cc3ccccc3)CC2)cc1 (stereo not given) | 0.44
81 | CCOC(=O)C1=C(C)NC(=O)NC1c1ccc(OC)c(CN2CCOCC2)c1 (stereo not given) | -0.6
82 | COc1ccc(C(=O)CSc2nc3ccccc3n2CC(=O)c2ccccc2)cc1 | -3.1
83 | COc1c2ccoc2nc2c(OC)c(OCC(O)C(C)(C)O)ccc12 (stereo not given) | 1
84 | Cc1cc(N2CC(C(=O)NCc3cccs3)CC2=O)ccc1C(C)C (stereo not given) | -0.14
85 | CCCc1nc2ccc(NC(=O)c3ccco3)cc2c(=O)n1Cc1ccccc1Cl | -0.33
86 | CCCCNC(=O)c1ccccc1Cl | -0.016
87 | O=C(CN(Cc1cccs1)C(=O)c1csnn1)NC1CCCC1 | 0.19
88 | CCOc1ccc(NC(=O)C(=O)NCC2CCCN2CC)cc1 (stereo not given) | 0.14
89 | N=C1/C(=C\c2ccc(OCc3ccccc3)cc2)C(=O)N=C2SC(N3CCCC3)=NN12 | -0.078
90 | Cc1ccc(-c2nnc(Nc3ccccc3)o2)cc1 | -0.4
91 | O=C(CN1C(=O)c2ccccc2S1(=O)=O)NC1CC2CCC1C2 (stereo not given) | -1.7
92 | CN(C)C(=S)NCc1ccccc1 | 0.66
93 | Cc1nc(COC(=O)c2c(C)nn(-c3ccccc3)c2C)cs1 | -0.99
94 | Cc1ccc2oc(=O)c3cc(C(=O)NCCN4CCN(C)CC4)sc3c2c1 | 0.79
95 | CCn1ncc(Br)c1C(=O)Nc1ccc(Cl)cn1 | -0.37
96 | CCN1CCN(S(=O)(=O)c2ccc(S(=O)(=O)N(CC)Cc3ccccc3)cc2)CC1 | -0.79
97 | CCN(CC)CCCN1C=C2C(=O)C(C)(OC(=O)CCc3ccccc3)C(=O)C=C2C=C1c1ccc(C#N)cc1 (stereo not given) | 0.038
98 | CC(C)c1nnc(NC(=O)CCCC(=O)O)s1 | 0.93
99 | COCCn1c(SCC(=O)Nc2cc(Cl)ccc2OC)nc2c(c1=O)SC(C)C2 (stereo not given) | -1
100 | CN(C)/C(CN1CCN(C=O)CC1)=C1\N=C(c2ccccc2)OC1=O | 0.88

Five compounds out of the list above, sorted by the value under Cav3 T inh, ascending.
| nr | SMILES | Cav3 T inh |
| --- | --- | --- |
| 64 | COc1ccc2nc(Nc3nc(C)c(CCC(C)C)c(=O)[nH]3)nc(C)c2c1 | -5.4* |
| 31 | CCc1ccc(C(=O)COC(=O)C(Cc2ccccc2)NC(=O)c2ccc(Cl)cc2)cc1 (stereo not given) | -4.8* |
| 19 | O=C(O)CSc1nnc(CNc2cccc(C(F)(F)F)c2)n1Cc1ccco1 | 0.018 |
| 59 | Cc1nn2c3ccccc3n(CCN3CCCCC3)c2nc1=O | 0.13 |
| 74 | COc1ccc2c(c1)[nH]c1c(=O)n(CCN3CCCC3)cnc12 | 0.87 |

(more compounds)
No. | mol | Cav3 T inh
101 | CC12CN3CCN(CC(C3)C1(O)CN1CCOCC1)C2 (stereo not given) | -0.79
102 | CC1=NN(c2ccc(N)cc2)C(=O)C1 | -0.33
103 | Cc1nnc(NC(=O)CSc2nnc(Cc3ccccc3)n2-c2ccccc2)s1 | -1.8
104 | Cc1ccc(N(C(=O)c2cccs2)C2C=CS(=O)(=O)C2)cc1 (stereo not given) | 1.8
105 | CCOC(=O)N1CCN(C(=O)c2cccc(OC)c2O)CC1 | -0.052
106 | COc1ccc(N(CC(=O)Nc2cc(Cl)ccc2OC)S(=O)(=O)c2c(C)noc2C)cc1 | -2.4
107 | CCOC(=O)C1=C(C)NC(=O)NC1c1cccc(O)c1 (stereo not given) | -0.022
108 | CCOC(=O)Nc1ccc(S(=O)(=O)Nc2nccc(C)n2)cc1 | 0.28
109 | COc1ccc(C2/C=C\CN(C(=O)C3CCCCC3)CC(=O)N2Cc2ccc(F)cc2)cc1 (stereo not given) | -0.51
110 | CO/N=C/NC(=O)NOCc1c(Cl)cccc1Cl | -0.4
111 | CCc1ccccc1N(C(=O)CCC(=O)Nc1cc(C)on1)C(C(=O)NC1CCCC1)c1ccco1 (stereo not given) | -2.3
112 | COc1cccc(NC(=O)c2ccc(CN3CCOCC3)cc2)c1 | 0.56
113 | Cn1c(=O)c2c(nc(SCC(=O)NC34CC5CC(CC(C5)C3)C4)n2C)n(C)c1=O | 0.33
114 | CCc1ccccc1NC(=S)N1CCC(C(=O)c2ccc(F)cc2)CC1 | -2.6
115 | CC(NC(=O)c1cc(-c2ccccc2)on1)c1ccccc1 (stereo not given) | 0.96
116 | O=C(NC1CCN(C(=S)NCc2ccco2)CC1)NC12CC3CC(CC(C3)C1)C2 | -3.8*
117 | NC(=O)c1c(NC(=O)c2ccccc2)sc2c1CCc1ccccc1-2 | 0.56
118 | CCOC(=O)COc1cccc2c(=O)n(CC(=O)N3CCc4ccccc43)ccc12 | 0.52
119 | CC1CCN(c2nc(-c3ccc(F)cc3)cc(C(F)(F)F)n2)CC1 | -1.6
120 | CCN1C(=O)c2cccc3c(NS(=O)(=O)c4ccc(NC(C)=O)cc4)ccc1c23 | -0.44
121 | CCOc1ccc2nc(SCc3ccccc3C#N)sc2c1 | -0.56
122 | CCCCC(=O)Nc1ccc(Br)cc1C(=O)O | -0.021
123 | CCCCCCCc1nc2c(=O)n(C)c3ccccc3c2o1 | 0.048
124 | Cc1cc(C)cc(N(CC(=O)N2CCN(Cc3ccccc3)CC2)S(=O)(=O)c2c(C)noc2C)c1 | 0.15
